Screening data deposited in PubChem BioAssay by National Center for Advancing Translational Sciences (NCATS).
D1 antagonist = blocks dopamine activation of the human D1 receptor; P21728; HEK293 TREx D1 cells, calcium flux, dopamine EC80; active compounds read low; activity change, negative = inhibition, % at 10 µM; 3.2% of 360,000 active; AID 504652; in the data active = activity change below about -30%; also: % is scaled to controls: 0 for no effect and ±100 for the full control effect
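Using tetracycline-induced force-coupled D1 Hek293 cells and a calcium dye, signals were followed for 180 s after compound, then for 180 s after EC80 dopamine, to detect inhibitors.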
D1 agonist = activates the human D1 dopamine receptor | P21728 | 1% of 360,000 active | HEK293 T-REx D1 cells, calcium flux, agonist mode | AID 504660 | activation, % at 2 µM; in the data active = activation above about 30%; also: 0% is about no effect
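Inducible HEK293 T-REx D1 cells, force-coupled to calcium signalling, were plated at 4000 cells/well with tetracycline and held overnight at 30 C. After no-wash calcium dye loading, compound-evoked calcium rise over 180 s flagged agonists.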
RXFP1 ag = activates the human relaxin receptor RXFP1; Potency, µM (series often up to 57.5 µM), without a hit: top-dose activation, actives largely listed as activators; HEK293T-RXFP1 cAMP TR-FRET, 30 min; response scale: percent of porcine relaxin response, buffer zero; 0.3% of 370,000 active; also: potency is read from the fitted curve at half-maximal effect; % is scaled to controls: 0 for no effect and ±100 for the full control effect; nearly all actives have a fitted effect of over 60% in size; many of its hits are not listed in these tables
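cAMP rise read by TR-FRET after 30 min, 37C compound exposure (up to 58 uM) in RXFP1-transfected HEK293 cells with Ro 20174 present. EC50 from Hill-equation fits, with 29 nM porcine relaxin as 100% and buffer as basal.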
D2 PAM = positively modulates the human D2 dopamine receptor allosterically; P14416; HEK293 T-REx D2, calcium flux, EC20 dopamine potentiation; potentiation, % at 10 µM; 0.34% of 340,000 active; AID 485347;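 active = potentiation over 3 SD above the plate norm, cut at about 30% in these data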; also: 0% is about no effect
Target sequence (P14416 whole entry, looked up): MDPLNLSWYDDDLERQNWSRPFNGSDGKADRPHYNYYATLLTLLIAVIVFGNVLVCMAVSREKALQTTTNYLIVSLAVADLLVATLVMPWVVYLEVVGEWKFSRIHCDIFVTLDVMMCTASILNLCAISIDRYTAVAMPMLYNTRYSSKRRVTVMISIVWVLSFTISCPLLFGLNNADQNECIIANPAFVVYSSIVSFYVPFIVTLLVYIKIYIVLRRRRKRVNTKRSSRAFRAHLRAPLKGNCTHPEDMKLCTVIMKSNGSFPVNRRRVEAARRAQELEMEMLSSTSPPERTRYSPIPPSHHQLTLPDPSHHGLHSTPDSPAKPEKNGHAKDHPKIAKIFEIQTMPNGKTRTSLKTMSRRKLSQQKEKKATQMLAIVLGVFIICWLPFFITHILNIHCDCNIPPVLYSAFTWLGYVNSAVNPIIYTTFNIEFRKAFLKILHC
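Tetracycline-induced Hek293 Trex D2 cells, force-coupled to calcium, loaded with no-wash calcium dye. Compound added with 180 s kinetic read for agonism, then EC20 dopamine and a further 180 s read for potentiation.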
Vif-A3F inh = inhibitors of Vif-A3F interaction | AID 602313 | HeLa A3F-eYFP + Vif (tagged APOBEC3F with the HIV-1 protein that degrades it), YFP fluorescence increase | 0.2% of 390,000 active | Potency, µM (series often up to 46.1 µM), inactives show at the highest dose activity, negative = active; also: potency is read from the fitted curve at half-maximal effect; % of control where 0% means no effect; nearly all actives have a fitted effect of over 65% in size
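Fluorescence increase (Ex 488/Em 500-530) after overnight compound treatment at 37 deg C flags inhibition of Vif-driven A3F-eYFP loss in stable HeLa A3F-eYFP/Vif cells seeded overnight beforehand.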
D1 potentiator = human D1 dopamine receptor positive modulation; P21728; HEK293 TREx D1 cells, calcium flux, dopamine EC20 potentiation; potentiation, % at 10 µM; 0.036% of 360,000 active; in the data active = potentiation above about 30%; also: 0% is about no effect
RXFP1 antag = RXFP1 (human) relaxin receptor antagonism; Q9HBX9; HEK293-RXFP1, relaxin-stimulated cAMP HTRF, 30 min; active compounds read low; activity change, negative = inhibition, % at 57.5 µM; 0.59% of 350,000 active; AID 1259400;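 active = activity change of -60% or lower, but not beyond a set lower limit; inconclusive = change between -60% and -40%, or beyond the set limit; inactive = change above -40%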; also: % is scaled to controls: 0 for no effect and ±100 for the full control effect
Glioma ERSR ind = inducers of ER stress response in human glioma cells; Potency, µM, without a hit: top-dose activation, usual class: activators; U87-MG GRP78 promoter luciferase reporter, 16 h; 0.02% of 420,000 active; AID 602332; also: potency is read from the fitted curve at half-maximal effect; series mostly up to about 76 µM; % of control where 0% means no effect; nearly all actives have a fitted effect of over 35% in size
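Stably transfected U87-MG glioma cells carrying a GRP78-based luciferase sensor; 16 h compound incubation. Luminescence end-point read 10 min after Bright-Glo addition at room temperature.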
Vif-APOBEC3G blk = Vif-A3G binding inhibition; Q9HC16; 0.076% of 410,000 active; Potency, µM (top dose mostly 46.1 µM), without a hit: top-dose activity, negative = active, most hits filed as inhibitors; HeLa A3G-eYFP + Vif (tagged APOBEC3G with the HIV-1 protein that degrades it), YFP fluorescence, overnight;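 also: potency is read from the fitted curve at half-maximal effect; % is scaled to controls: 0 for no effect and ±100 for the full control effect; nearly all actives have a fitted effect of over 60% in size; hits raise eYFP signal because A3G escapes Vif-driven loss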
Target sequence (Q9HC16 whole entry, looked up): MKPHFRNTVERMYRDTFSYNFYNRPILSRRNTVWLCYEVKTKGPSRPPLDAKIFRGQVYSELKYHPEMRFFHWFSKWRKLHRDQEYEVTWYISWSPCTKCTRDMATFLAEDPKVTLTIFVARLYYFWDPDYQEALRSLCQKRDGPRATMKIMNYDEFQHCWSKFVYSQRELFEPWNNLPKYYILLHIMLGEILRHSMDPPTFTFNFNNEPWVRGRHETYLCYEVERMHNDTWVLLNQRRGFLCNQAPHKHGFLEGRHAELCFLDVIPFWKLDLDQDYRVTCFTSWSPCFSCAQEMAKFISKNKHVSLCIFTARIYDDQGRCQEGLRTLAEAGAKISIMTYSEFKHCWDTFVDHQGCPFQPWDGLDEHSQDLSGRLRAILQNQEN
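HeLa cells stably expressing Vif and C-terminally eYFP-tagged A3G, seeded overnight at 37 deg C, then exposed to compound by pintool overnight at 37 deg C. Rise in yellow fluorescence (Ex 488/Em 500-530, Acumen) marks blocked Vif-driven A3G degradation.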
* = called active by the depositor; u = inconclusive; x = not tested or not shown. Unless noted, calls follow the shape of the dose curve; as a rule, active = well fitted curve in the direction sought with a large enough effect; inconclusive = small, poorly fitted or top-dose-only effect, or another doubt; inactive = no such curve, though single readings can be large; an effect the other way counts as inactive or inconclusive. Only part of the results is shown; the hit share may differ from the screen's.

SMILES	D1 antagonist	D1 agonist	RXFP1 ag	D2 PAM	Vif-A3F inh	D1 potentiator	RXFP1 antag	Glioma ERSR ind	Vif-APOBEC3G blk
C/C(=N/NC(=O)c1ccc2c(c1)OCO2)c1ccc(NC(=O)c2ccc(F)cc2)cc1	-4	6	-2.8%	10	1%	0	5	7%	-2%
CCc1cc(=O)oc2cc(C)c(CN3CCCC(C)C3)c(O)c12 (stereo not given)	-13	-2	22%	8	0%	4	5	-4%	-2%
CCN(C(=O)Cn1ncc2c(=O)oc3ccc(C)cc3c21)c1cc(OC)ccc1OC	8	0	4.3%	8	-8%	0	-20	-2%	4%
COc1ccc(CNC(=O)CCC2N=C3c4ccccc4N=C(SCc4ccccc4F)N3C2=O)cc1 (stereo not given)	-6	1	-3.2%	1	4%	2	-8	-1%	-1%
Cc1oc2ccc(O)c(CN3CCCCC3)c2c1C(=O)Nc1cccc(C(F)(F)F)c1	12	9	1.0%	-16	-7%	2	-14	-3%	5%
O=C(NC(=S)Nc1cc(S(=O)(=O)N2CCOCC2)ccc1N1CCOCC1)c1ccco1	9	2	0.3%	3	3%	-5	-16	-2%	0%
COc1ccccc1NC(=O)NCCN1CCNC1=O	-3	4	1.3%	7	5%	-1	0	-10%	-1%
Brc1nc(Br)n(Cc2ccccc2)n1	0	2	3.2%	-4	0%	-4	-11	-1%	1%
O=C(CN1C(=O)COc2ccccc21)NCCN1CCCC1	9	3	1.7%	2	12%	-4	3	1%	2%
COc1ccc(NS(=O)(=O)c2ccc(C)c(C(=O)NCc3ccccc3CN3CCCC3)c2)cc1	x	x	x	x	-10%	x	-3	-5%	2%
Cc1cccc(OCc2nnc(SCC(=O)Nc3cccc(C(=O)N4CCOCC4)c3)n2C)c1	10	3	7.1%	x	11%	-4	-5	-4%	-10%
Cc1ccc([N+](=O)[O-])cc1NC(=O)CN(C(=O)c1ccccc1Cl)C1CCCCC1	-3	6	-0.3%	11	6%	0	-11	1%	1%
COc1ccc(C(=O)Nc2ccc(S(=O)(=O)N3CCCCC3)cc2)cc1OC	-9	3	0.0%	3	4%	-3	0	2%	1%
CC(C)n1cc(/C=N/Nc2ccc(Cl)c(C(=O)O)c2)c2ccccc21	3	2	-0.2%	0	x	9	x	x	x
O=C(NCCC1CCCCN1S(=O)(=O)c1ccccc1)C(=O)NCc1ccccc1 (stereo not given)	-11	0	0.4%	-2	9%	-8	-7	-1%	-6%

Reprinted from the part before: 3 compounds, then new ones.
SMILES	D1 antagonist	D1 agonist	RXFP1 ag	D2 PAM	Vif-A3F inh	D1 potentiator	RXFP1 antag	Glioma ERSR ind	Vif-APOBEC3G blk
COc1ccc(C(=O)Nc2ccc(S(=O)(=O)N3CCCCC3)cc2)cc1OC	-9	3	0.0%	3	4%	-3	0	2%	1%
CC(C)n1cc(/C=N/Nc2ccc(Cl)c(C(=O)O)c2)c2ccccc21	3	2	-0.2%	0	x	9	x	x	x
O=C(NCCC1CCCCN1S(=O)(=O)c1ccccc1)C(=O)NCc1ccccc1 (stereo not given)	-11	0	0.4%	-2	9%	-8	-7	-1%	-6%
COc1cccc(CNC(=O)CN(c2ccc(C(C)C)cc2)S(=O)(=O)c2c(C)n[nH]c2C)c1	-19	3	1.7%	-5	1%	0	x	-2%	-3%
COc1cccc(/C=N/Nc2ccc(S(=O)(=O)Nc3ccccc3C(=O)O)cc2[N+](=O)[O-])c1O	x	x	x	x	-24%	x	-2	-5%	0%
CNc1nc(N/N=C/c2cc([N+](=O)[O-])ccc2F)nc(Nc2ccccc2)n1	x	x	x	x	4%	x	-4	-8%	-14%
Cc1cccc(-c2ccc3ncnc(NCc4cccc(F)c4)c3c2)c1	-27	0	6.1%	x	x	4	x	x	x
O=S(=O)(Nc1ncccn1)c1ccc(NC(=S)Nc2ccccc2)cc1	-14	4	0.6%	-10	u	-5	-11	-3%	2%
Cn1c(=O)n(CC(=O)O)c(=O)c2c1nc1n2CCCN1c1ccc(Cl)cc1	-14	0	0.4%	-8	0%	1	x	-2%	0%
CCOc1ccc(N(C)C(CNS(=O)(=O)c2ccccc2)c2ccccc2)cc1 (stereo not given)	-4	2	1.5%	0	x	-1	-14	x	x
CC(C)n1nc(C(=O)NCCc2ccc(S(N)(=O)=O)cc2)c2ccccc2c1=O	-18	4	5.6%	9	-7%	5	-1	-2%	-8%
Cc1cc(C(=O)Nc2nnc(C3CCCCC3)s2)cs1	22	9	6.2%	2	-7%	-2	-11	4%	-1%
CC(CCC(=O)O)C1CC[C@@]2(C)C3C(=O)CC4C(C)(C)C(O)CC[C@]4(C)C3C(=O)C[C@]12C (stereo not given in full)	24	-3	-3.3%	x	7%	7	6	1%	1%
O=C(OCc1cc(=O)n2nc(C3CC3)sc2n1)c1ccc(NC(=O)c2ccccc2F)cc1	-1	-2	u	0	u	0	-8	-3%	-6%
Cc1ccc(NC2=CC(=O)C(=O)c3ccccc32)cc1	1	-1	-2.4%	-10	7%	1	-12	-15%	-10%
CN(Cc1ccccc1Br)C(=O)CN1C(=O)NC2(CCCCCC2)C1=O	-76*	-1	-1.1%	-4	2%	-5	-2	-1%	1%
CC(C)Oc1ccc(C2c3c(oc4ccccc4c3=O)C(=O)N2CCCN2CCOCC2)cc1 (stereo not given)	14	1	0.7%	16	-11%	-4	11	0%	-2%
CCN1CCN(Cc2c(C(=O)N/N=C(\C)c3ccc(Cl)cc3)nnn2-c2nonc2N)CC1	-17	5	-5.5%	11	2%	-11	5	0%	1%
O=C(Nc1ccc(S(=O)(=O)N2CCC(c3nc4ccccc4s3)CC2)cc1)c1ccccc1F	11	-1	-4.5%	18	-11%	0	-4	-2%	1%
O=C1CC[C@@H](C(=O)N2CSC[C@@H]2C(=O)Nc2cccc(C(F)(F)F)c2)N1	x	x	x	x	1%	x	-1	-1%	-3%
COc1ccc(CCN(C)Cc2ccc(OC)c(OCc3ccccc3)c2)cc1OC	-16	8	1.6%	-19	-3%	-5	-2	-6%	4%
CN(C)c1ccc(C(=O)/C=C/c2ccccc2)cc1	-6	2	1.0%	-7	u	-4	-11	-1%	-18%
Cc1cc(=O)[nH]c2nnc(SCC(=O)Nc3cc(C(F)(F)F)ccc3Cl)n12	x	-2	2.2%	17	-7%	0	-5	-6%	10%
COc1ccc(S(=O)(=O)N(C)[C@H]2C[C@H]3c4cc(Oc5ccccc5C)ccc4CCN3C(=O)[C@H]2[C@H](C)O)cc1	x	x	x	x	-7%	x	-3	-2%	-6%
C=CCC1(C#N)C(=S)NC2=C(C(=O)CC(C)(C)C2)C1c1ccc(Br)cc1 (stereo not given)	-24	0	2.8%	5	-8%	-6	6	-1%	-1%
CC(=O)NC(Cc1ccc(F)c(F)c1)C(=O)NC1CCN(C(=O)c2ccc(C)cc2)CC1 (stereo not given)	-17	0	1.3%	0	-8%	-4	-5	-6%	2%
O=C(CN1C(=O)CCn2nc(-c3ccccc3)cc21)NCc1ccc(F)cc1	16	1	-4.6%	-3	2%	5	-3	-2%	-1%
Nc1cnccc1Oc1cccc(C(F)(F)F)c1	x	x	x	x	0%	x	5	-3%	3%
CCOC(=O)N(C)c1ccc(C(O)(C(F)(F)F)C(F)(F)F)cc1	-20	7	0.9%	5	1%	-4	3	6%	-1%
Cc1cccn2c(Nc3ccccc3)c(-c3cccs3)nc12	-6	2	5.4%	21	1%	2	-27	0%	-11%
Cc1cc(NC(=O)CSc2n[nH]c(-c3ccc(Cl)cc3Cl)n2)no1	-19	0	1.6%	15	-10%	-7	6	-3%	2%
COc1ccc(NC(=O)c2cc(-c3cc(C)ccc3O)n[nH]2)cc1Cl	-17	2	2.9%	3	0%	1	-2	0%	0%
CC(=O)Nc1ccc(S(=O)(=O)N[C@@H](C)C(=O)OCC(=O)c2ccc(C)cc2)cc1	x	x	x	x	-2%	x	1	-5%	5%
COc1cc(SC)ccc1C(=O)N1CC(C)OC(C)C1 (stereo not given)	13	0	-0.5%	7	2%	3	3	-5%	-3%
O=C(CNC(=O)c1ccccc1F)N/N=C/c1ccco1	4	1	0.2%	12	-7%	2	13	3%	-1%
Cc1ccc(NC(=O)N2CCCC(c3ccccc3)C2)cc1 (stereo not given)	4	1	1.1%	x	-9%	0	0	3%	1%
Cc1ccc(NC(=O)COc2coc(CN3CCc4ccccc43)cc2=O)c(C)c1	-2	11	-0.5%	0	-35%	-5	-21	-3%	4%

Profiles from above:
Shown for Cc1ccc(NC(=O)COc2coc(CN3CCc4ccccc43)cc2=O)c(C)c1 : D1 antagonist = -2; D1 agonist = 11; RXFP1 ag = -0.5%; D2 PAM = 0; Vif-A3F inh = -35%; D1 potentiator = -5; RXFP1 antag = -21; Glioma ERSR ind = -3%; Vif-APOBEC3G blk = 4%
Shown for COc1cc(SC)ccc1C(=O)N1CC(C)OC(C)C1 (stereo not given) : D1 antagonist = 13; D1 agonist = 0; RXFP1 ag = -0.5%; D2 PAM = 7; Vif-A3F inh = 2%; D1 potentiator = 3; RXFP1 antag = 3; Glioma ERSR ind = -5%; Vif-APOBEC3G blk = -3%
